High-throughput results (PubChem)
RNase H inhibition: RNase H inhibition, HIV 1 Gag Pol polyprotein, FRET biochemical assay, screening (AID 372); HIV-1 RT RNase H, FRET RNA/DNA substrate fluorescence; higher % means a stronger effect; inhibition, % at 10 µM; hits with a dose series show IC50 in µM; actives 0.77% (n = 100,000); in the data active = inhibition above about 50%
* marks the source's active call; other numbers are inactive results. An excerpt; the hit share may differ from the screen's.

SMILES	RNase H inhibition
C=CCN1C(=O)/C(=C\c2ccc(Br)cc2)C(=O)NC1=S	13.0%
CCOC(=O)CCCSc1nc2sc3c(c2c(=O)n1-c1ccccc1)CCCC3	13.0%
COc1ccc(OCCCCOc2cccc(Cl)c2Cl)cc1	4.0%
O=S(=O)(Oc1ccc(-c2cnc3ccccc3n2)cc1)c1ccccc1	0.0%
COc1ccc(-c2nnc(NC(=O)c3ccc(Cl)cc3Cl)s2)cc1	30.0%
O=C(CNC(=O)c1ccccc1)OCC(=O)c1ccc([N+](=O)[O-])cc1	2.0%
O=c1c2cc3c(=O)n(-c4ccc(S)cc4)c(=O)c3cc2c(=O)n1-c1ccc(S)cc1	0.0%
C/C(=N\NC(=O)/C(=C\c1ccc2c(c1)OCO2)NC(=O)c1ccccc1)c1ccc(F)cc1	9.0%
C/C(=C\C(=O)OCCOC(=O)/C=C(\C)NC1CC(C)(C)NC(C)(C)C1)NC1CC(C)(C)NC(C)(C)C1	8.0%
CC(NC(=O)CN(c1ccc(F)cc1)S(=O)(=O)c1ccccc1)c1ccccc1 (centres undefined)	0.0%
Cc1ccc(-c2nc(NC(=O)c3cccc(F)c3)sc2-c2ccccc2)cc1	16.0%
COc1ccc(/C=C2\SC(=S)N(CCC(=O)N(Cc3ccccc3)C(C)(C)C)C2=O)cc1OC	13.0%
Cc1ccc(S(=O)(=O)N(C)CCCC(=O)Nc2ccncc2)cc1	9.0%
COc1ccc(Br)cc1CNc1ccc(F)c(Cl)c1	7.0%
Oc1c(Br)cc(Cl)cc1/C=N/c1ccccn1	10.0%
COC(=O)C1=C(C)NC(=O)CC1c1ccc(C(=O)OC)cc1 (centres undefined)	5.0%
O=C1C2C3c4ccccc4C(c4ccccc43)C2C(=O)N1Cc1ccco1 (centres undefined)	10.0%
Clc1ccc(N2N=C(c3ccc(Br)cc3)CC2c2cccs2)cc1Cl (centres undefined)	0.0%
CCOc1cc(OCC)cc(C(=O)Nc2ccc(O)c(-c3nc4cc(C)c(C)cc4o3)c2)c1	2.0%
O=C(N/N=C/c1ccc([N+](=O)[O-])o1)c1ccccc1	3.0%

17 of the compounds above, comma-delimited.
SMILES,RNase H inhibition
O=S(=O)(Oc1ccc(-c2cnc3ccccc3n2)cc1)c1ccccc1,0.0%
COc1ccc(-c2nnc(NC(=O)c3ccc(Cl)cc3Cl)s2)cc1,30.0%
O=C(CNC(=O)c1ccccc1)OCC(=O)c1ccc([N+](=O)[O-])cc1,2.0%
O=c1c2cc3c(=O)n(-c4ccc(S)cc4)c(=O)c3cc2c(=O)n1-c1ccc(S)cc1,0.0%
C/C(=N\NC(=O)/C(=C\c1ccc2c(c1)OCO2)NC(=O)c1ccccc1)c1ccc(F)cc1,9.0%
C/C(=C\C(=O)OCCOC(=O)/C=C(\C)NC1CC(C)(C)NC(C)(C)C1)NC1CC(C)(C)NC(C)(C)C1,8.0%
CC(NC(=O)CN(c1ccc(F)cc1)S(=O)(=O)c1ccccc1)c1ccccc1 (centres undefined),0.0%
Cc1ccc(-c2nc(NC(=O)c3cccc(F)c3)sc2-c2ccccc2)cc1,16.0%
COc1ccc(/C=C2\SC(=S)N(CCC(=O)N(Cc3ccccc3)C(C)(C)C)C2=O)cc1OC,13.0%
Cc1ccc(S(=O)(=O)N(C)CCCC(=O)Nc2ccncc2)cc1,9.0%
COc1ccc(Br)cc1CNc1ccc(F)c(Cl)c1,7.0%
Oc1c(Br)cc(Cl)cc1/C=N/c1ccccn1,10.0%
COC(=O)C1=C(C)NC(=O)CC1c1ccc(C(=O)OC)cc1 (centres undefined),5.0%
O=C1C2C3c4ccccc4C(c4ccccc43)C2C(=O)N1Cc1ccco1 (centres undefined),10.0%
Clc1ccc(N2N=C(c3ccc(Br)cc3)CC2c2cccs2)cc1Cl (centres undefined),0.0%
CCOc1cc(OCC)cc(C(=O)Nc2ccc(O)c(-c3nc4cc(C)c(C)cc4o3)c2)c1,2.0%
O=C(N/N=C/c1ccc([N+](=O)[O-])o1)c1ccccc1,3.0%

(cont.)
SMILES	RNase H inhibition
O=C1C(Nc2ccc(Cl)cc2)=C(N2CCCCC2)C(=O)c2ccccc21	7.0%
O=C(COC(=O)c1cc2ccccc2oc1=O)c1ccccc1	9.0%
O=C(/C=C/NNC(=O)c1cccc(Br)c1)c1ccccc1	20.0%
O=C(NCc1ccco1)c1cnn2c(C(F)(F)F)cc(-c3ccccc3)nc12	11.0%
Cc1ccc(NC(=O)C(=O)NCCCO)cc1	0.0%
COc1cccc(C(=O)Nc2cc(-c3nc4ccccc4o3)ccc2OC)c1	2.0%
CC1(C)Cc2ccccc2-c2nnc(-c3cccs3)n21	13.0%
CSc1nc(SC)c2c3c(sc2n1)CN(C)CC3	0.0%
Cc1ccccc1NC(=O)C(=O)NCc1ccc(F)cc1	3.0%
COc1cccc(N2C(=O)NC(=O)C(=Cc3ccc(O)cc3)C2=O)c1	2.0%
Cc1cc(/C=C(\C#N)C(=O)Nc2ccc(F)cc2)c(C)n1-c1ccc2c(c1)OCO2	7.0%
CCOc1ccc(N/C=C/C(=O)c2ccc(OC)c(OC)c2)c([N+](=O)[O-])c1	12.0%
NC(=O)c1c(NC(=O)c2cc(-c3cccc(Br)c3)nc3ccccc23)sc2c1CCCCC2	2.0%
CCOc1ccc(-c2csc(-c3cc4cc([N+](=O)[O-])ccc4oc3=O)n2)cc1	7.0%
Cc1cc(-c2ccccc2)sc1/C(O)=C/c1nc2ccccc2[nH]c1=O	8.0%
COc1ccc(C(=O)Nc2cccc(-c3nc4ccccc4s3)c2C)cc1Br	0.0%
CCCCCC1CCC(c2ccc(-c3ccc(C(=O)O)cc3)cc2)CC1 (centres undefined)	26.0%
CCc1ccc(C2Nc3ccccc3NC3=C2C(=O)CC(c2ccc(OC)cc2)C3)s1 (centres undefined)	7.0%
CC1=NNC(=O)C1CC(=O)N/N=C/c1cccc(O)c1 (centres undefined)	4.0%
Cc1oc2c(c1C(=O)c1ccc(Br)cc1)C(=O)C(=O)c1ccccc1-2	0.0%
Cc1cccc(-n2c(C)cc(/C=C(\C#N)C(=O)Nc3ccccc3)c2C)c1C	18.0%
COc1cc(/C=C2/C(=O)NC(=O)N(c3cccc(C)c3)C2=O)ccc1OCCOc1ccc([N+](=O)[O-])cc1	4.0%
NC1=NC(=O)C(Cc2ccc(Br)cc2)S1 (centres undefined)	2.0%
CC(=O)c1cccc(NC(=O)c2ccc(C)o2)c1	0.0%
COc1ccc(C=C2C(=O)N(C)C(=S)N(C)C2=O)cc1C	9.0%
Cc1ccc(-c2nc3ccccc3o2)cc1NC(=O)c1ccc(C)c([N+](=O)[O-])c1	10.0%
COc1ccccc1N1CCN(C(=O)Cc2ccc(Cl)cc2)CC1	5.0%
O=c1[nH]c2ccc(Br)cc2c(-c2ccccc2)c1C1=NOC(c2ccccc2)C1 (centres undefined)	10.0%
Cc1onc(-c2ccccc2Cl)c1C(=O)N1CC(C)OC(C)C1 (centres undefined)	6.0%
CCC(C)(C)C1CCc2c(sc(NC(=O)c3cccnc3)c2C(N)=O)C1 (centres undefined)	0.0%
Cc1nc(SCC(=O)c2ccc(Br)cc2)n[nH]1	13.0%
COc1ccccc1C(=O)Nc1ccc(O)c(-c2nc3cc(C)ccc3o2)c1	3.0%
COC(=O)C1=C(C(=O)OC)SC(=C2C(=S)C(C)(C)N(C(=O)CN3C(=O)c4ccccc4C3=O)c3ccccc32)S1	14.0%
O=C1CSC(c2ccc(Cl)c(Cl)c2)N1CCc1ccccc1 (centres undefined)	7.0%
COc1ccc(C=Nc2ccc(NC(C)=O)cc2)c2ccccc12	16.0%
COCCN1C(=O)/C(=C\c2cccc(Cl)c2)C(C(=O)OC)=C1C	8.0%
Cc1ccc(OCC(=O)NNC(=O)Nc2ccccc2)cc1	16.0%
COc1ccc(OC)c(/C=C(\C#N)c2ccc([N+](=O)[O-])cc2)c1	15.0%
O=C(CN1C(=O)/C(=C/c2ccccc2F)SC1=S)Nc1ccccc1F	9.0%
CCN(CC)c1ccc(/C=C2/C(=O)NC(=O)N(c3ccccc3)C2=O)cc1	19.0%
Cc1ccc2nc(-c3cccc(NC(=O)COc4ccccc4)c3C)oc2c1	19.0%
N#CC1=C(SCC(=O)Nc2ccc(Br)cc2)NC(=O)CC1c1ccco1 (centres undefined)	0.0%
COC(=O)c1ccccc1NC(=O)c1cncc(Br)c1	7.0%
Cc1ccc2oc(-c3ccc(NC(=O)C(Cl)(Cl)Cl)cc3)nc2c1	10.0%
COc1ccccc1CC(=O)Nc1ccc(Br)cc1C(=O)O	15.0%
Cc1ccc(C(=O)C(NC(=O)c2ccco2)Nc2cccc(I)c2)cc1 (centres undefined)	7.0%
COc1ccc2ccccc2c1C=Nc1cc(C)cc(C)c1	38.0%
CCOC(=O)CCc1c(C)nc2cc(-c3ccccc3)[nH]n2c1=O	3.0%
O=[N+]([O-])c1cc(C(F)(F)F)cc([N+](=O)[O-])c1Nc1ccc(I)cc1	0.0%
COc1ccc(-n2nc3cc(C)c(NC(=O)c4ccc([N+](=O)[O-])cc4)cc3n2)cc1	10.0%
CCOc1cc(/C=C2\SC(=S)NC2=O)ccc1OCCOc1ccc(OC)cc1	28.0%
COc1cc(OC)c(OC)cc1/C=N/NC(=O)CSc1nnc(-c2ccccc2)n1-c1ccccc1	14.0%
O=S(=O)(c1ccc(-c2ccccc2)cc1)N1CCSC1c1ccccc1 (centres undefined)	8.0%
O=C(CSc1ccccn1)N1c2ccccc2Sc2ccccc21	0.0%
COc1cc(C2=N/C(=C\c3cccc(Br)c3)C(=O)O2)cc(OC)c1OC	0.0%
O=C1C(=Cc2ccc(-c3ccccc3[N+](=O)[O-])o2)C(=O)c2ccccc21	6.0%
Cc1ccc(/C=C(/C#N)C(=O)Nc2ccc(O)cc2)cc1	6.0%
CCCCOc1cccc(C(=O)NC(=S)Nc2ccc(NC(=O)c3cccs3)cc2)c1	2.0%
CCOc1ccc(N2C(=O)S/C(=C\c3cccc(O)c3)C2=O)cc1	6.0%
O=C1CC(c2ccc(Cl)cc2)CC2=C1C(c1cc3c(cc1Cl)OCO3)Nc1ccccc1N2 (centres undefined)	16.0%

The closing 2 entries of the section above lead into the next:
SMILES	RNase H inhibition
CCOc1ccc(N2C(=O)S/C(=C\c3cccc(O)c3)C2=O)cc1	6.0%
O=C1CC(c2ccc(Cl)cc2)CC2=C1C(c1cc3c(cc1Cl)OCO3)Nc1ccccc1N2 (centres undefined)	16.0%
O=C(Nc1ccc(NC(=O)c2ccc(Br)o2)cc1)c1ccc(Br)o1	1.0%
COc1ccc(NC(=O)c2ccc(-c3cccc(Cl)c3C)o2)cc1	28.0%
COc1ccc(/C=C2\C(=O)NC(=S)N(c3ccc(Br)cc3C)C2=O)cc1	6.0%
COc1ccc(NC(=O)c2cc(-c3ccc(C)c(C)c3)nc3ccccc23)c([N+](=O)[O-])c1	5.0%
CCCC(=O)Nc1ccc(NC(=O)c2cccc(Cl)c2Cl)cc1	8.0%
COc1cc(C(=O)NNC(=O)c2cccc(Br)c2)cc(OC)c1OC	15.0%
CCOc1ccc(C(=O)N/N=C/c2ccccc2)cc1	5.0%
CCOC(=O)C1=C(CC)OC(N)=C(C#N)C1c1ccc(CC)cc1 (centres undefined)	1.0%
CSc1nc(-c2ccccc2)c(C#N)c(=O)n1C	15.0%
COc1ccc(C(=O)N2CCN(C(=O)c3ccccc3F)CC2)cc1	0.0%
C=CCOc1c(Br)cc(/C=C2\C(=O)NC(=S)N(c3ccc(Cl)cc3Cl)C2=O)cc1OCC	16.0%
CCCCCCN1C(=O)C(=O)/C(=C(\O)c2ccccc2)C1c1ccc(F)cc1 (centres undefined)	2.0%
COc1ccc(CC(=O)N(c2ccccc2)c2ccccc2)cc1OC	11.0%
Cc1cc(NC(=O)c2cccc(F)c2)ccc1NC(=O)c1ccccc1	9.0%
CCOc1ccc(N=Cc2cc(Br)ccc2OC)cc1	0.0%
Cc1ccccc1Nc1ccc([N+](=O)[O-])c2nonc12	15.0%
CCOc1ccc(S(=O)(=O)N(CC(=O)Nc2cccc(C(C)=O)c2)c2ccc(C)cc2)cc1	18.0%
N#Cc1ccc(C=Nc2ccc(Cl)c(Cl)c2)cc1	27.0%
Cc1ccc(/C=C2/C(=O)N=C(N)N2C)s1	8.0%
COc1cccc(-n2cnc3cccc(N)c32)c1	38.0%
N#Cc1c(/N=C/c2cc([N+](=O)[O-])c(Cl)cc2Cl)sc2c1CCCC2	11.0%
CCOC(=O)C1=CN(c2ccc(F)cc2)C=C(C(=O)OCC)C1c1cc(OC)c(OC)c(OC)c1	19.0%
CCNc1cc(Nc2ccc(C)cc2)c2c3c(onc13)-c1ccccc1C2=O	22.0%
CC(C)c1ccc(NC(=O)NC2CCCCC2)cc1	15.0%
Cc1cc(NC(=O)c2ccc(C(C)(C)C)cc2)ccc1NC(=O)c1ccco1	12.0%
C=CCc1ccc(OCCCOc2ccc3ccccc3c2)c(OC)c1	7.0%
O=C(O)c1cccc(NC(=O)c2ccccc2F)c1	5.0%
C=CCc1cc(/C=C2\C(=O)NC(=O)N(c3ccc(Cl)cc3Cl)C2=O)cc(OCC)c1O	29.0%
COc1cc(OC)c(C2C(C#N)=C(N)OC3=C2C(=O)CC(C)(C)C3)cc1Br (centres undefined)	9.0%
CCOc1ccc(C=C2C(=O)NC(=S)NC2=O)cc1Cl	12.0%
Oc1ccc(/C=N/N2CCN(Cc3cccc4ccccc34)CC2)cc1O	46.0%
CC(C)(C)OC(=O)COc1ccc2c3c(c(=O)oc2c1)CCC3	0.0%
O=C(NCc1ccccn1)C(Sc1ccccc1)c1ccccc1 (centres undefined)	0.0%
NC(=O)C(=O)Nc1nc(-c2ccccc2)cs1	8.0%
COc1cc(NC(=O)c2cccc([N+](=O)[O-])c2)cc(OC)c1	2.0%
CCC(=O)Nc1nc(C)c(-c2csc(Nc3ccc([N+](=O)[O-])cc3)n2)s1	26.0%
CSc1nc2c(c(=O)n1CC1CCCCC1)C1(CCCC1)Cc1ccccc1-2	2.0%
CCOC(=O)c1c(NC(=O)C2c3ccccc3Oc3ccccc32)sc(C(C)=O)c1C	5.0%
COc1ccc(C(=O)Nc2ccccc2C(=O)NCCC(=O)NCc2ccco2)cc1	2.0%
COc1cccc(OC)c1C(=O)NCC1CCCO1 (centres undefined)	0.0%
O=C(COc1cccc2ccccc12)NCc1ccccn1	18.0%
COc1ccc(OC)c(/C=C/C(=O)NCC2CCCO2)c1 (centres undefined)	10.0%
COc1cc(OC)c(C2NC(=S)NC(C)=C2C(=O)Nc2ccc(C)c(Cl)c2)cc1OC (centres undefined)	3.0%
